GSIS activator: GLuc luminescence reporter in INS-1E cells, primary screen for activators of glucose-dependent secretion of insulin; activation, % at 16.6 µM; 0.61% of 370,000 active; INS-1E GLuc reporter insulin secretion, 2-3 h;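 active = lowest replicate activation of at least 40%, so every replicate reaches that level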;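 also: 0% = median of neutral control wells and 100% = median of IBMX positive control wells; some compounds called inactive have numbers as strong as hits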
XiGFP reactiv: reactivates the inactive X chromosome in mouse fibroblasts | XiGFP mouse fibroblasts, % GFP-positive cells imaging, 3 d; cells co-treated with 5-aza-dC sensitizer; scaled so ellipticine positive control = 100% | activation, % at 7.58 µM | 0.055% of 360,000 active | AID 743238;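 active = mean normalized replicate activation at least 10% and every replicate at or above 10%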;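 also: 0% = median of on-plate neutral control wells and 100% = ellipticine 6 µM median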
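Assay system – SV40-immortalized XiGFP fibroblast cells, line 68-5-11 · Buffer or medium – DMEM supplemented with 5-aza-dC as sensitizing agent · Dosing – one concentration, pinned · Benchmarks – positive control ellipticine, 6 µM final · Times – 3 days compound exposure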
Numbers without * were called inactive; & = joins results of further samples.

SMILES | GSIS activator | XiGFP reactiv
CC(C)[C@H]1C(=O)N[C@H](c2ccc(F)cc2)CC=CC[C@@H](C)Oc2ccccc2C(=O)N1C (mixture of isomers) | -12 | 0.4
CC(C)NC(=O)N(C)C[C@H]1Oc2c(cccc2[N+](=O)[O-])C(=O)N(C)C[C@@H]1C | -2 | 0.2
NC(=O)Cc1ccc2sc(-c3ccccc3)nc2c1 | 9 | 0.0
CCS(=O)(=O)N1CC(=O)N2[C@H](CO)[C@@H](c3ccc(C#Cc4ccc(F)cc4)cc3)[C@H]2C1 | 11 | 0.2
C[C@@H]1COCc2cn(nn2)CCCC(=O)N1 | 12 | 0.4
CCOc1cc(N2CCOCC2)c(OCC)cc1NC(C)C(=O)N1CCC(C)CC1 (stereo unspecified) | -4 | -0.4
CC(OC(=O)c1cccnc1)C(=O)NCc1ccc2c(c1)OCO2 (stereo unspecified) | 8 | 0.5
Cc1nc(C(C)N(C)Cc2c(C(=O)N3CCCCC3)nc3c(C)cccn23)c(C)s1 (stereo unspecified) | 12 | 0.0
C[C@@H]1CC=CCCNC(=O)[C@H](C)N(C)C(=O)c2ccccc2O1 (mixture of isomers) | -2 | 0.0
CC(C)NC(=O)N1[C@@H]2CN(CC(F)(F)F)C[C@H]1C2c1ccccc1 (stereo partly specified) | 1&13 | 0.2&-0.1
COc1ccc2c3c(n(C)c2c1)[C@H](CO)N(CC1CCOCC1)CC31CN(Cc2nccs2)C1 | 1 | 0.1
CC(C)[C@H]1C(=O)N[C@@H](c2ccc(F)cc2)CC=CC[C@H](C)Oc2ccccc2C(=O)N1C (mixture of isomers) | 8 | 0.0
COCC#Cc1ccc([C@H]2[C@H]3CN(C(=O)Nc4cc(F)ccc4F)CC(=O)N3[C@H]2CO)cc1 | 3 | 0.5
CC(C)NC[C@@H]1[C@@H](c2ccc(C3=CCCCC3)cc2)[C@@H](CO)N1C(=O)CC1CC1 | -2 | 0.0
CC(C)NC(=O)N(C)C[C@@H]1Oc2ccc(NS(C)(=O)=O)cc2CC(=O)N(C)C[C@H]1C | 5 | 0.3
C/C(=C\c1ccccc1)C(=O)NCCN1CCOCC1 | 10 | 0.0
O=C(c1cccc(F)c1)N1CC(=O)N2[C@H](C1)[C@@H](c1ccc(-c3ccccc3)cc1)[C@@H]2CO | -9 | -0.1
C/C=C/c1ccc([C@H]2[C@H](CO)N(S(=O)(=O)Cc3ccccc3)C23CN(C(=O)C2CCOCC2)C3)cc1 | -8 | 0.0
CC(C)NC(=O)N(C)C[C@@H]1Oc2c(N)cccc2C(=O)N(C)C[C@@H]1C | -3 | 0.2
CCNC(=S)NS(=O)(=O)c1ccc(C)cc1 | 29 | 0.0
COc1ccc2c3c([nH]c2c1)[C@H](CO)N(C(=O)C1CCOCC1)CC31CN(C)C1 | 14 | 0.5
CC(=O)Nc1ccc2c(c1)C(=O)N(C)C[C@@H](C)[C@H](CN(C)S(C)(=O)=O)O2 | 1 | 0.0
COCC(=O)Nc1ccc2c(c1)OC[C@H](C)N(Cc1cccnc1)C[C@H](C)[C@@H](OC)CN(C)C2=O | -11 | 0.2
C[C@@H]1CN([C@@H](C)CO)C(=O)c2cc(NC(=O)Nc3ccccc3)ccc2O[C@@H](C)CCCCO[C@@H]1CN(C)C(=O)Nc1ccccc1 | -1 | 0.0
COc1ccc2c3c([nH]c2c1)[C@H](CO)N(S(C)(=O)=O)CC31CCN(C(=O)Nc2ccccc2)CC1 | 14 | 0.0
CNC[C@H]1Oc2c(NC(C)=O)cccc2C(=O)N(C)C[C@@H]1C | -6 | 0.1
Cc1noc(C)c1NC(=O)N1C[C@@H](O)COC[C@H]2O[C@H](CC(=O)N[C@H]3CCN(Cc4ccccc4)C3)CC[C@@H]21 | 1 | 0.2
CCCC#Cc1ccc([C@H]2[C@H]3CN(C(=O)c4cccc(F)c4)CC(=O)N3[C@H]2CO)cc1 | -4 | 0.1
CC(C)NC(=O)Nc1cccc2c1O[C@H](CN(C)C(=O)OC(C)(C)C)[C@@H](C)CN(C)C2=O | 8 | 0.0
CNC[C@@H]1Oc2ccccc2CC(=O)N(C)C[C@H]1C | 7 | 0.1

Record cards, from the list above. Screens in order: GSIS activator | XiGFP reactiv
O=C(c1cccc(F)c1)N1CC(=O)N2[C@H](C1)[C@@H](c1ccc(-c3ccccc3)cc1)[C@@H]2CO is listed as -9 | -0.1
COc1ccc2c3c([nH]c2c1)[C@H](CO)N(C(=O)C1CCOCC1)CC31CN(C)C1 is listed as 14 | 0.5
Cc1noc(C)c1NC(=O)N1C[C@@H](O)COC[C@H]2O[C@H](CC(=O)N[C@H]3CCN(Cc4ccccc4)C3)CC[C@@H]21 is listed as 1 | 0.2
CNC[C@@H]1Oc2ccccc2CC(=O)N(C)C[C@H]1C is listed as 7 | 0.1
COc1ccc2c3c([nH]c2c1)[C@H](CO)N(S(C)(=O)=O)CC31CCN(C(=O)Nc2ccccc2)CC1 is listed as 14 | 0.0

The listing continues:
SMILES | GSIS activator | XiGFP reactiv
O=C(/C=C/c1ccccc1Cl)Nn1cnc2ccccc2c1=O | 24 | 0.0
COc1ccc([C@@H]2C/C=C\C[C@@H](c3ccc4c(c3)OCO4)NC(=O)CCC(=O)N2)c(OC)c1 | -6 | 0.7
CC(C)NC(=O)N1C2CN(CC(F)(F)F)CC1C2c1ccc(Br)cc1 (stereo unspecified) | 10 | 0.4
CCCCCCOc1ccc(/C=c2\s/c(=C(/C#N)C(=O)NCc3ccco3)n(-c3ccccc3)c2=O)cc1 | -3 | 0.0
CNC[C@H]1Oc2c(NC(=O)CCC(F)(F)F)cccc2C(=O)N([C@H](C)CO)C[C@@H]1C | 2 | -0.6
COc1ccc(C#Cc2ccc3c(c2)[C@H]2[C@H](CCN2C(=O)Nc2ccc(C(F)(F)F)cc2)[C@H](CO)N3C)cc1 | 13 | 0.3
COc1ccc(NC(=O)N(C)C[C@H]2OCCCC[C@H](C)Oc3ccc(NC(=O)C4CCCCC4)cc3C(=O)N([C@H](C)CO)C[C@H]2C)cc1 | 1 | 0.3
CCCNC(=O)N1C[C@@H]2N[C@H](C1)C2c1ccc(-c2cccnc2)cc1 (stereo partly specified) | 0 | 0.0
C[C@H](CO)N1C[C@H](C)[C@@H](CN(C)Cc2ccc3c(c2)OCO3)Oc2c(NC(=O)CCC(F)(F)F)cccc2C1=O | -11 | 0.1
CC(C)C[C@H]1COCc2cn(nn2)CC[C@H](Cc2cccc(Cl)c2)C(=O)N1 | 7 | 0.0
C/C=C/c1ccc([C@@H]2[C@H](CO)N(C(=O)C3CCCC3)C23CN(S(=O)(=O)CC)C3)cc1 | -4 | 0.2
O=C(Nc1ccccc1)N1CCCCN2[C@H](CO)[C@@H](c3ccc(C#Cc4ccccn4)cc3)[C@@H]2C1 | -7 | 0.1
COc1ccc2c3c([nH]c2c1)[C@H](CO)NCC31CCN(C(=O)Nc2ccc(F)cc2)CC1 | 2 | 0.0
COc1ccc2c3c([nH]c2c1)[C@H](CO)N(Cc1ccc(F)cc1)CC31CN(C(=O)NC(C)C)C1 | -6 | 0.4
Cc1cc2ncn(/N=C/c3ccc([N+](=O)[O-])s3)c2cc1C | -36 | 0.1

Grouped by structure, those above with an NH in an aromatic ring
SMILES | GSIS activator | XiGFP reactiv
COc1ccc2c3c([nH]c2c1)[C@H](CO)N(C(=O)C1CCOCC1)CC31CN(C)C1 | 14 | 0.5
COc1ccc2c3c([nH]c2c1)[C@H](CO)N(S(C)(=O)=O)CC31CCN(C(=O)Nc2ccccc2)CC1 | 14 | 0.0
COc1ccc2c3c([nH]c2c1)[C@H](CO)NCC31CCN(C(=O)Nc2ccc(F)cc2)CC1 | 2 | 0.0
COc1ccc2c3c([nH]c2c1)[C@H](CO)N(Cc1ccc(F)cc1)CC31CN(C(=O)NC(C)C)C1 | -6 | 0.4

Next section
SMILES | GSIS activator | XiGFP reactiv
O=C(O)C[C@H]1C=C[C@@H](NC(=O)Nc2cc(F)ccc2F)[C@@H](CO)O1 | 10 | 0.6
Cc1c(O)nc(SCC(=O)Nc2ccc3c4c(cccc24)CC3)n(-c2ccccc2)c1=O | 3 | 0.0
C[C@H]1CN(C)C(=O)Cc2cc(N)ccc2O[C@H]1CN(C)S(C)(=O)=O | -3 | 0.2
C[C@@H]1CCCCO[C@@H](CN(C)C(=O)c2ccccc2)[C@@H](C)CN([C@@H](C)CO)C(=O)c2cc(NC(=O)Nc3ccc4c(c3)OCO4)ccc2O1 | -12 | 0.0
CCCC#Cc1ccc([C@@H]2[C@@H](CO)N3C(=O)CN(C(=O)c4cccc(F)c4)C[C@H]23)cc1 | -5 | 0.0
Cc1cccc(NC(=O)CN2C(=O)N/C(=C/c3ccc(C)s3)C2=O)c1 | -23 | 0.2
COc1ccc(C[C@H]2CCn3nncc3COCCCNC2=O)cc1 | -5 | 0.1
C[C@H](CO)N1C[C@H](C)[C@@H](CN(C)Cc2ccccc2)OCc2ccccc2-c2c(n(C)c3ccccc23)C1=O | -20 | 0.1
CCCn1c(=S)[nH]c2cc(C(=O)N3CCc4ccccc4C3)ccc2c1=O | -12 | 0.0
O=C(c1ccc2c(c1)OCO2)N1CC(=O)N2[C@H](C1)[C@H](c1ccc(C#CC3CCCC3)cc1)[C@@H]2CO | -20 | 0.1
CCC(CC)NC(=O)c1oc2ccccc2c1COc1ccccc1 | 3 | 0.1
C[C@@H]1CN([C@H](C)CO)C(=O)c2ccccc2-c2ccccc2CO[C@@H]1CN(C)Cc1ccc2c(c1)OCO2 | 2 | -0.3
COc1ccc([C@H]2CC=CC[C@@H](C)Oc3ccccc3C(=O)N(C)[C@H](C(C)C)C(=O)N2)c(OC)c1 (mixture of isomers) | -18 | 0.1
Cc1cccc(-c2noc(CNC(=O)Nc3ccc(F)cc3)n2)c1 | -17 | 0.0
COc1ccc2c3c(n(C)c2c1)[C@@H](CO)N(Cc1ccccc1)CC31CN(CC2CC2)C1 | -7 | 0.0
Cc1ccc(-c2nnc(Nc3ccc(C(=O)N(C)C)cc3)c3ccccc23)cc1S(=O)(=O)NCC1CCCO1 (stereo unspecified) | -21 | -0.1
O=C1[C@H](Cc2ccc(F)cc2)CCn2cc(nn2)COC[C@H]2CCCN12 | 1 | 0.0
C[C@@H]1CN([C@@H](C)CO)C(=O)c2ccccc2-c2ccccc2CO[C@@H]1CN(C)Cc1ccccc1 | -32 | 0.1
CC(C)[C@@H]1CC=CC[C@H](C)Oc2ccccc2C(=O)N(C)[C@@H](C)C(=O)N1 (mixture of isomers) | -5 | 0.0
COc1ccc2c3c([nH]c2c1)[C@H](CO)N(S(=O)(=O)c1cn(C)cn1)CC31CCN(Cc2ccccc2Cl)CC1 | -10 | 0.1
CC(C)[C@H](C)NC(=O)N(C)C[C@H]1OCc2ccccc2-c2c(n(C)c3ccccc23)C(=O)N([C@H](C)CO)C[C@@H]1C | -24 | 0.0
Cc1ccc(-n2nnnc2C(Cl)c2nnnn2-c2ccc(C)cc2)cc1 | -16 | -0.1
COc1ccc(NC(=O)C(OC(=O)c2ccc([N+](=O)[O-])o2)c2ccccc2)cc1Cl (stereo unspecified) | -11 | 0.1
O=C(COC(=O)c1cccc(S(=O)(=O)N2CCCCC2)c1)NC1CCCc2ccccc21 (stereo unspecified) | -30 | 0.2
C[C@H](CO)N1C[C@H](C)[C@@H](CN(C)S(=O)(=O)c2cccc(C#N)c2)OCc2ccccc2-c2ccccc2C1=O | 7 | 0.2
C[C@@H]1CCCCO[C@@H](CN(C)C(=O)Nc2ccccc2)[C@@H](C)CN([C@@H](C)CO)C(=O)c2cc(NC(=O)Nc3ccccc3)ccc2O1 | 2 | 0.2
Cc1ccnc(NC(=O)Nc2ccc(Br)cc2Cl)c1 | 133* | 0.0
COc1ccc(N=c2cc(-c3ccc(OC)cc3)oc3ccccc23)cc1 | -35 | 0.3
C[C@@H]1CN([C@@H](C)CO)C(=O)c2cc(N(C)C)ccc2O[C@@H](C)CCCCO[C@H]1CN(C)Cc1ccc(C(=O)Nc2ccccc2N)cc1 | -2 | 0.8
O=S(=O)(c1ccccc1)N1CC2(C1)[C@@H](c1ccccc1)[C@@H](CO)N2CC1CC1 | -15 | 0.0
O=C(c1ccc2c(c1)OCO2)C1CCCN(Cc2ccc3cccc(F)c3n2)C1 (stereo unspecified) | 20 | 0.1
CCN(C(=O)c1ccc(C)c(Br)c1)c1ccccc1 | 9 | 0.0
CC(=O)N(C)C[C@@H]1Oc2c(NC(=O)NC(C)C)cccc2C(=O)N(C)C[C@H]1C | 3 | 0.1
CC(C)CC#Cc1ccc([C@H]2[C@@H](CO)N3C(=O)CN(C(=O)NC(C)C)C[C@@H]23)cc1 | -5 | 0.3
O=C(Nc1ccc2c(c1)[C@@H]1C[C@@H](CC(=O)N3CCCCC3)O[C@H](CO)[C@@H]1O2)NC1CCCCC1 | 7 | 0.1
C[C@@H]1CN([C@H](C)CO)C(=O)Cc2cc(NC(=O)Nc3ccccc3)ccc2O[C@@H]1CN(C)Cc1ccc(C(=O)Nc2ccccc2N)cc1 | 3 | 0.1
O=C1C[C@H](c2ccccc2)C(=O)N[C@@H](c2ccccc2)C/C=C\C[C@@H](c2ccccc2)N1 | -1 | 0.0
COc1ccc([C@H]2C/C=C\C[C@@H](c3ccc4c(c3)OCO4)NC(=O)[C@@H](c3ccccc3)CC(=O)N2)c(OC)c1 | -2 | 0.3
CC(=O)Nc1cccc2c1O[C@@H](CN(C)C(C)=O)[C@@H](C)CN(C)C2=O | -6 | -0.1

Screening results from PubChem.

A portion of the library, so the mix of outcomes need not match the whole.
